Screening results (PubChem BioAssay)
RNase H inhibition = RNase H inhibition, HIV 1 Gag Pol polyprotein, FRET biochemical assay, screening (AID 372). inhibition, % at 10 µM, or IC50 in µM where a hit was titrated. actives 0.77% (n = 100,000). HIV-1 RT RNase H, FRET RNA/DNA substrate fluorescence; higher % means a stronger effect; in the data active = inhibition above about 50%
An asterisk follows results filed as active.

| Molecule | RNase H inhibition |
| --- | --- |
| COc1ccc(Nc2cc(C)nc3c(C)ccc([N+](=O)[O-])c23)cc1 | 3% |
| O=C(COCC(=O)NN=Cc1ccc(Br)cc1)NN=Cc1ccc(Br)cc1 | 23% |
| CCCS(=O)(=O)C(=C(Nc1ccccc1)Nc1ccccc1)S(=O)(=O)CCC | 11% |
| COc1cc(NC(=O)c2cc3n(n2)C(C(F)(F)F)CC(c2ccccc2)N3)c(OC)cc1Cl (stereo not given) | 24% |
| CCc1ccc(NC(=S)NC(=O)c2ccc(C)c(C)c2)cc1 | 10% |
| C/C(Nc1ccc2c(c1)OCO2)=C(/C#N)C(N)=O | 4% |
| CCCCCCCCc1cnc(-c2ccc(OCCCCCC)cc2)nc1 | 0% |
| O=c1oc(-c2cccnc2)nc2ccccc12 | 5% |
| CC(=O)Nc1ccc(Nc2nc(-c3sc(NC(C)=O)nc3C)cs2)cc1 | 4% |
| O=C(O)c1cccc(-c2ccc(/C=C3\SC(=S)N(C4CCCCC4)C3=O)o2)c1 | 23% |
| COc1ccc(NC(=O)c2ccc(N(Cc3ccc(Cl)cc3)S(C)(=O)=O)cc2)c(OC)c1 | 10% |
| Nc1nc(-c2ccccc2)c(I)c(=O)[nH]1 | 14% |
| O=[N+]([O-])c1ccc(O)c(C=Nc2ccc(Cl)cc2)c1 | 6% |
| COc1cc(CN2CCN(Cc3ccccc3C)CC2)cc(OC)c1O | 16% |
| Cc1ccc(NC(=O)Nc2cccnc2)cc1 | 1% |
| Cc1ccc(N=C2NC(=O)CC(C(=O)Nc3ccc(Cl)cc3)S2)cc1C (stereo not given) | 5% |
| Cc1nc(-c2cccc([N+](=O)[O-])c2)cs1 | 8% |
| CCOC(=O)C1=C(C)N=c2s/c(=C\c3ccc(OC)cc3OC)c(=O)n2C1c1ccccc1 (stereo not given) | 0% |
| O=C1S/C(=C\c2c3ccccc3cc3ccccc23)C(=O)N1c1ccccc1 | 8% |
| O=C(CCCOc1ccc(Cl)cc1Cl)Nc1ccc2ccccc2c1 | 13% |
| CCN(CC)CCN1C(=O)C(=O)/C(=C(\O)c2ccc([N+](=O)[O-])cc2)C1c1ccc(OC)cc1 (stereo not given) | 2% |
| COc1cc(NC(=O)c2cccs2)c(OC)cc1NC(=O)c1cccs1 | 3% |
| CCOC(=O)c1ccc(NC(=O)CN(c2ccc(Oc3ccccc3)cc2)S(C)(=O)=O)cc1 | 17% |
| COc1cc(/C=C(\NC(C)=O)C(=O)Nc2cccc(CO)c2)ccc1OC(C)=O | 9% |
| Cc1cc(C)n(-c2cc(Nc3ccccc3)nc(C)n2)n1 | 3% |
| Cc1cc(C)cc(OCC(=O)Nc2cc(-c3nc4cc(Cl)ccc4o3)ccc2C)c1 | 24% |
| CC(NC(=O)c1ccc(F)cc1)C1CC1 (stereo not given) | 6% |
| Cc1ccc(NC(=O)c2cc3c(C)nn(-c4ccccc4)c3s2)c(C)c1 | 19% |
| Cc1ccc(/C=C2\SC(=S)N(CCC(=O)Nc3nccs3)C2=O)cc1 | 51%* |
| CC1(C)CC(=O)C2=C(C1)c1c(ccc3ccccc13)NC2c1cn(Cc2ccc(Cl)cc2Cl)c2ccccc12 (stereo not given) | 35% |
| CCOC(=O)c1cc(-c2ccccc2)sc1N | 15% |
| O=C(COc1ccc(Cl)cc1)Nc1ccc(Br)c(Cl)c1 | 2% |
| COC(=O)CNC(c1ccccc1)c1cc(Br)ccc1NC(=O)c1ccccc1Cl (stereo not given) | 5% |
| CC(=NCc1ccco1)c1c(C(F)(F)F)[nH]n(-c2nc3ccccc3s2)c1=O | 9% |
| COc1cc(OC)cc(C(=O)N2CCN(c3ccc([N+](=O)[O-])cc3Cl)CC2)c1 | 9% |
| O=C(c1ccc(F)cc1)N1CCN(Cc2ccc(Cl)cc2)CC1 | 3% |
| CC1CCC(N2CCN(Cc3cccnc3)CC2)CC1 (stereo not given) | 7% |
| Cc1cccc(OCC(=O)NC(=S)Nc2ccc(Br)cc2)c1 | 44% |
| O=C(NC(=S)Nc1cccc(-c2nc3cc(Cl)ccc3o2)c1)c1ccc(Br)cc1 | 9% |
| COc1ccc(CNc2ccc(F)c(Cl)c2)c(O)c1 | 14% |
| O=C(CC(=O)NCc1ccccn1)NCc1ccccn1 | 1% |
| COC(=O)C1=C(C)N(C)C(C)=C(C(=O)OC)C1c1ccc(C(=O)OC)cc1 | 10% |
| Cc1ccc(C(=O)ONC(=Nc2ccccc2C)c2nonc2N)cc1 | 6% |
| CC(C)c1ccc(N2C(=O)NC(=O)/C(=C/c3ccc4c(c3)OCO4)C2=O)cc1 | 3% |
| N#C/C(=C\Nc1ccccc1)c1nc(-c2cc3cc([N+](=O)[O-])ccc3oc2=O)cs1 | 3% |
| Cc1cc(C(F)(F)F)nn1CC(=O)Nc1cc(O)cc([N+](=O)[O-])c1 | 0% |
| Cc1ccc(OCc2n[nH]c(=S)o2)cc1 | 19% |
| Cc1cc(C(=O)NCCC2=CCCCC2)ccc1[N+](=O)[O-] | 7% |
| COC(=O)C(Cc1ccccc1)NC(=O)c1cc([N+](=O)[O-])c(Cl)c([N+](=O)[O-])c1 (stereo not given) | 6% |
| CCCOc1ccc(C(=O)Nc2ccc(C(C)CC)cc2)cc1 (stereo not given) | 4% |
| Cc1ccc(NC(=O)CCNS(=O)(=O)c2ccc(C)cc2)cc1 | 5% |
| CCc1ccc(N2NC(=O)CC2=O)cc1 | 4% |
| O=C(Nc1nccs1)c1cc(-c2cccc(Br)c2)nc2ccccc12 | 0% |
| COc1cc2c(cc1OC)C1(Nc3c-2c(Cc2ccccc2)nn3-c2ccccc2)C(=O)Nc2ccccc21 (stereo not given) | 20% |
| Cc1cc(N(C)/N=C/c2ccccc2)nc(-c2ccccc2O)n1 | 11% |
| Oc1ccc(C=Nc2ccc(OC(F)(F)F)cc2)cc1 | 0% |
| Cc1cc(C)c(NC(=O)C2C3C4CCC(C4)C23)c(C)c1 (stereo not given) | 0% |
| NC1=NC(=O)/C(=C/c2ccc(Br)cc2)S1 | 6% |
| Cc1ccccc1N=Nc1c(C)[nH]n(-c2ccc([N+](=O)[O-])cc2)c1=O | 7% |
| Cc1cc(C)nc(SCC(=O)NC(C)(C)C)n1 | 1% |

The list continues:
| Molecule | RNase H inhibition |
| --- | --- |
| Cc1[nH]n(-c2ccc(Cl)cc2)c(=O)c1C=Nc1cc([N+](=O)[O-])cc([N+](=O)[O-])c1 | 5% |
| Cc1cccc(C(=O)N(C)c2ccccc2)c1 | 0% |
| Cc1ccc2nsnc2c1NC(=O)c1ccccc1I | 4% |
| CCOC(=O)c1ccc(NC(=S)NC(=O)c2ccccc2Br)cc1 | 19% |
| Cc1cc(-n2c(C)cc(/C=N/n3cnnc3)c2C)ccc1I | 7% |
| O=[N+]([O-])c1ccccc1N/N=C/c1ccccc1Cl | 2% |
| O=C1NC(=O)N(c2cccc(Br)c2)C(=O)/C1=C/c1ccc2c(c1)OCO2 | 3% |
| Cc1cc(F)ccc1NCc1ccccc1[N+](=O)[O-] | 0% |
| Cc1cccc(C(=O)Nc2ccc3c(c2)OCO3)c1 | 19% |
| COc1ccc(/C=C2\C=C(c3ccc(Cl)cc3)OC2=O)cc1OC | 6% |
| c1cnn(-c2cc(NC3CCCCC3)ncn2)c1 | 8% |
| O=C(c1ccc2c(c1)OCO2)N1CCN(CCN2C(=O)c3cccc4cccc(c34)C2=O)CC1 | 30% |
| O=C(c1ccccc1)c1cc(Cl)ccc1NS(=O)(=O)c1ccccc1[N+](=O)[O-] | 2% |
| Cc1ccc(S(=O)(=O)/N=C(/Nc2ccc(Br)cc2)Nc2nc(C)cc(C)n2)cc1 | 8% |
| Cc1ccccc1N=C(NOCc1ccc(Cl)cc1Cl)c1nonc1N | 13% |
| O=CN1CCN(C2CC(=O)N(c3ccccc3)C2=O)CC1 (stereo not given) | 1% |
| CCCOc1cccc(C2Nc3ccccc3NC3=C2C(=O)CC(C)(C)C3)c1 (stereo not given) | 2% |
| OC1=c2ccccc2=C(O)C12N=Nc1n[nH]c(=S)n1N2 | 18% |
| O=C(Nc1cccc(O)c1)c1nn2c(C(F)(F)F)cc(-c3ccc(F)cc3)nc2c1Cl | 2% |
| O=C(N/N=C/c1cccc(O)c1)c1cc(-c2ccccc2)n[nH]1 | 7% |
| Cc1ccc(N(CC(=O)Nc2ccccc2Br)S(=O)(=O)c2ccc(F)cc2)cc1 | 1% |
| O=S(=O)(Nc1ccc(OCc2ccccc2)cc1)c1ccccc1 | 13% |
| c1ccc(-c2ccc(-c3nc(-c4ccncc4)no3)cc2)cc1 | 15% |
| COC(=O)CN(c1ccc(OC)cc1)S(=O)(=O)c1ccc(C)cc1 | 5% |
| O=C1N=c2ccc([N+](=O)[O-])cc2=C1c1sc(=O)n(-c2ccccc2)c1O | 3% |
| CCOC(=O)c1c(C)n(C)c2ccc(O)c(CN(CC)CC)c12 | 10% |
| COc1cc(C=C2C(=O)N(C)C(=O)N(C)C2=O)ccc1OCCOc1c(C)cccc1C | 6% |
| CCn1c2ccccc2c2cc(CNC3CCCC3)ccc21 | 18% |
| O=C(Cc1ccc(Cl)cc1)Nc1ccc2oc(-c3cccc(Cl)c3)nc2c1 | 52%* |
| CCOC(=O)c1c(NC(=O)c2ccco2)sc(C(=O)Nc2ccc(OC)cc2OC)c1C | 0% |
| CC(C)(C)c1ccccc1OCC(=O)NN | 0% |
| COc1ccc(S(=O)(=O)NCCSc2ccc(C)cc2)cc1Br | 40% |
| CCCc1cc(=O)n2[nH]c(-c3ccc(C)cc3)c(C)c2n1 | 7% |
| O=C(Nc1ccc(Cl)c(Cl)c1)c1cccc(C(=O)Nc2ccc(Cl)c(Cl)c2)c1 | 6% |
| CC(NC(=O)C(NC(=O)OCc1ccccc1)C(C)C)C(=O)OCc1ccc([N+](=O)[O-])cc1 (stereo not given) | 4% |
| COc1cc(C(=O)N/N=C/C2CC=CCC2)ccc1O (stereo not given) | 20% |
| COc1ccc(NC(=O)/C(C#N)=C/c2cc(C)n(-c3ccc(C)cc3C)c2C)cc1 | 19% |
| CCN(CC)CCCOc1ccc(C)cc1Cl | 9% |
| COc1ccc(C2C3=C(CC(C)(C)CC3=O)NC3=C2C(=O)CC(C)(C)C3)cc1C(=O)O | 6% |
| Cc1ccsc1/C=C1/SC(=S)N(C)C1=O | 21% |
| N#Cc1c(/N=C/c2ccc(-c3ccc([N+](=O)[O-])cc3Cl)o2)sc2c1CCCC2 | 14% |
| Cc1ccc(-c2cc(-c3ccc(C)cc3O)[nH]n2)cc1 | 9% |
| CN(C)/C=C/C=C/C(=O)c1ccc(/C=C/C=C/N(C)C)o1 | 21% |
| COc1ccc(CCNC(=O)C(=O)Nc2cc(Cl)ccc2C)cc1OC | 6% |
| CC1=C(C(=O)Nc2ccc(C)cn2)C(c2cccc(Cl)c2Cl)C2=C(CCCC2=O)N1 (stereo not given) | 8% |
| Cc1c(Cl)cccc1N=Cc1cc([N+](=O)[O-])ccc1Cl | 7% |
| O=C(N/N=C/c1ccccc1O)C(=O)Nc1ccc(Cl)cc1 | 7% |
| O=C(CN(c1ccccc1)S(=O)(=O)c1ccccc1[N+](=O)[O-])Nc1ccc(Cl)cc1 | 21% |
| O=C(CCc1ccccc1)N1N=C(c2cccnc2)CC1(O)C(F)(F)F (stereo not given) | 15% |
| Cc1oc(C(=O)OCCN2CCOCC2)cc1COc1ccccc1 | 7% |
| Cc1cc2nc(-c3ccc(C)c(NC(=O)Cc4ccccc4)c3)oc2cc1C | 13% |
| CCOc1cc(/C=N/Nc2nc(Nc3ccc(F)cc3)nc(N3CCCCC3)n2)cc(I)c1O | 26% |
| O=C(O)[C@@H]1C2CCCCC2=C2CCCCC2[C@@H]1C(=O)O (stereo not given in full) | 0% |
| O=C(O)c1c(Cl)c(Cl)c(Cl)c(Cl)c1C(=O)N1CCCCCC1 | 0% |
| CCc1nn(-c2ccccc2)c2nc(-c3ccccc3)c3cc(OC)c(OC)cc3c12 | 6% |
| COc1ccccc1CNC(=O)C(=O)Nc1cccc(Cl)c1 | 0% |
| COC(=O)c1ccccc1NC(=O)CN(c1cccc(Br)c1)S(=O)(=O)c1ccccc1 | 1% |
| CCOc1ccc(NC(=O)Nc2nnc(Cc3ccc(Cl)cc3Cl)s2)cc1 | 19% |
| Cc1ccc2oc(-c3cccc(NC(=O)c4cccs4)c3)nc2c1 | 18% |
| CC1CCCCN1C(=O)c1cc(-c2ccccc2)nc2ccccc12 (stereo not given) | 9% |

New compounds follow.
| Molecule | RNase H inhibition |
| --- | --- |
| CC(=O)n1c2c(c3ccccc31)CCCC2=O | 12% |
| Cc1ccc(OCc2nc(-c3ccc([N+](=O)[O-])cc3)no2)c(Br)c1 | 0% |
| COc1ccc(NC(=O)Nc2nnc(COc3ccc([N+](=O)[O-])cc3)s2)cc1 | 12% |
| COc1ccc(NC(=O)c2ccco2)cc1 | 12% |
| CC(=O)Nc1cccc(/C(C)=N/N=C2/NC(=O)C(CC(=O)Nc3ccc(C)c(Cl)c3)S2)c1 (stereo not given) | 13% |
| O=C(Oc1ccc([N+](=O)[O-])cc1)c1cc(S(=O)(=O)N2CCCCC2)c(Cl)cc1Cl | 9% |
| O=C(Nc1cccc(Cl)c1)c1cccc(NC(=O)c2ccco2)c1 | 0% |
| Cc1ccnc(N/N=C/c2cc([N+](=O)[O-])ccc2Cl)n1 | 7% |
| O=C(Nc1cccc(O)c1)c1cccc(NC(=O)c2ccc(Cl)c(Cl)c2)c1 | 22% |
| Cc1ccc(SCC(=O)N2CCCCC2)cc1 | 11% |
| CCCCOC(=O)CP(=O)(CCC)CCC | 0% |

Not all compounds are listed (hit frequency here may not be typical).
